Assay outcomes from PubChem.
GAA glycogen: inhibitors or activators of human alpha-glucosidase glycogen cleavage. P10253. recombinant GAA, glycogen substrate, Amplex Red glucose oxidase fluorescence. Potency, µM (series often up to 76.4 µM), for inactives: at the highest dose activity change, negative = inhibition, actives largely listed as inhibitors. 0.38% of 300,000 active. AID 2100;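 also: 0% = full enzyme reaction and -100% = no-enzyme basal signal; the screen sought inhibitors and activators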
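Recombinant human alpha-glucosidase (4 nM final) hydrolysed bovine liver glycogen (30 ug) for 40 min at 37 C in pH 5.0 citrate/phosphate with 0.01% Tween-20. Released glucose detected by glucose oxidase/Amplex Red, Ex 573/Em 610 nm. Compounds up to 77 uM; AC50 from Hill fits.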
Epigenetic derep: derepresses silenced GFP reporter in murine cells | AID 1865 | 0.2% of 280,000 active | Potency, µM (doses to about 53.9 µM), without a hit: top-dose GFP activation, hits mostly activators | murine LDR cells, GFP reporter derepression, 30 h; also: % of control where 0% means no effect; nearly all actives have a fitted effect of over 60% in size
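Murine LDR cells bearing a silenced CMV-driven GFP reporter were exposed to compound for 30 h at 37 C. After PBS washes, GFP-positive cells (20-120 um objects) counted by laser-scanning microplate cytometry.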
NPSR antagonist: neuropeptide S receptor (human) antagonism, cAMP. Q6W5P4. AID 1461. 1% of 220,000 active. Potency, µM (doses to about 38.3 µM), for the others: top-dose activity change, negative = inhibition, usual class: inhibitors. CHO-NPSR cells, cAMP TR-FRET, antagonist mode; also: % is scaled to controls: 0 for no effect and ±100 for the full control effect; nearly all actives have a fitted effect of over 50% in size; many of its hits are not listed in these tables
Target sequence (Q6W5P4 whole entry, looked up): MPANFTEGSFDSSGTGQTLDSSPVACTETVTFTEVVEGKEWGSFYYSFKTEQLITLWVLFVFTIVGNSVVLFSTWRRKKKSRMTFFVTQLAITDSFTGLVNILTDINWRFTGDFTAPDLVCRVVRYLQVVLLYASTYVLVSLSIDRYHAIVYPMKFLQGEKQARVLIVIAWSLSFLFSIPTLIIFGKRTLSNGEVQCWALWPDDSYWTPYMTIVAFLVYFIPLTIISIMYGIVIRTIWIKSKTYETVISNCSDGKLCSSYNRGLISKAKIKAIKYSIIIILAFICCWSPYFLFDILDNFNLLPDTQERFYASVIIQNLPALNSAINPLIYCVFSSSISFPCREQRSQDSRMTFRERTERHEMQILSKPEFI
GAA inhib: alpha-glucosidase (human) inhibition; P10253; purified human GAA, 4-MU-alpha-glucoside fluorescence; Potency, µM (top dose mostly 76.9 µM), for inactives: top-dose activity change, negative = inhibition, most hits filed as inhibitors; 0.005% of 200,000 active; AID 1466;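 also: plate controls were uninhibited enzyme wells for no effect and no-enzyme background for full effect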
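Compounds are titrated up to 77 uM against 4 nM human enzyme. Substrate 4-methylumbelliferyl-alpha-D-pyranoside (400 uM) reacts 20 min at room temperature in pH 5.0 buffer; liberated 4-methylumbelliferone is read at 440 nm.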
Tau fluor cs: counter-screen for tau fibril formation inhibitors | 0.93% of 280,000 active | Potency, µM (top dose mostly 57.7 µM), for the others: top-dose activity change, negative = decrease | tau K18 P301L Alexa594 fluorescence, heparin fibrillization; also: % is scaled to controls: 0 for no effect and ±100 for the full control effect; nearly all actives have a fitted effect of over 55% in size
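Human tau K18 P301L (15 uM unlabeled, 0.24 uM Alexa 594-labeled) in 100 mM sodium acetate pH 7 with 20 uM heparin, 6 hr at 37 C. ThT 30 uM added, 1 hr ambient; Alexa 594 FP and total fluorescence read at 555/632 nm.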
ALDH1A1 inh: blocks purified human ALDH1A1 activity; P00352; Purified ALDH1A1, NADH fluorescence, propionaldehyde substrate; Potency, µM (series often up to 75.3 µM), for inactives: at the top dose activity, negative = inhibition, usual class: inhibitors; 7.3% of 220,000 active; AID 1030; active = well fitted inhibition curve with a large enough effect, not every such curve was filed as active; inconclusive = small, poorly fitted or top-dose-only effect, or another doubt; inactive = no such curve, though single readings can be large or run the other way;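 also: plate controls were no enzyme wells and a reference inhibitor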
GLA spleen mod: alpha-galactosidase A (human) modulation | 0.008% of 240,000 active | Potency, µM (series often up to 80 µM), for the others: at the highest dose activity change, negative = inhibition, actives largely listed as inhibitors | human spleen homogenate, 4MU-alpha-Gal fluorescence, 40 min;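 also: 0% = enzyme with vehicle and -100% = no enzyme basal signal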
Target sequence (P06280 32-429 limits assumed): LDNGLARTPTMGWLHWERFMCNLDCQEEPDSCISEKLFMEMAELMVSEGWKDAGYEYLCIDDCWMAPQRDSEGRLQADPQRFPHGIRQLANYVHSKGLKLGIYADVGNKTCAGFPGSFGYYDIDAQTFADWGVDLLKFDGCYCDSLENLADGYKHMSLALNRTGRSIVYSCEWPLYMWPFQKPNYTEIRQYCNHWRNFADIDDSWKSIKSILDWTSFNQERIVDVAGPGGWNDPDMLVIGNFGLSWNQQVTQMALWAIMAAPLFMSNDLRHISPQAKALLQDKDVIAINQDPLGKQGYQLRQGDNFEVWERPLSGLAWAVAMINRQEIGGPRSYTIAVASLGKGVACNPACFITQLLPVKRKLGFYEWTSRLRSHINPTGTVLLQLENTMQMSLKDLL
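Human spleen homogenate (1 ug) was the enzyme source, with 4-methylumbelliferyl-alpha-D-galactopyranoside (1 mM final) in pH 5.0 citrate buffer with 0.01% Tween-20. Compounds were titrated; after 40 min at 37C, NaOH/glycine stop, 4-MU fluorescence read; AC50 from Hill fits.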
GAA spleen mod: lysosomal alpha-glucosidase (human) modulation; human spleen homogenate, 4-MU-alpha-glucoside fluorescence; Potency, µM (top dose mostly 79.9 µM), for the others: top-dose activity change, negative = inhibition, actives largely listed as inhibitors; 0.006% of 240,000 active;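 also: 0% = enzyme with vehicle and -100% = no enzyme basal signal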
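Human spleen homogenate (1 ug) incubated with compounds and 1 mM 4-methylumbelliferyl-alpha-D-glucopyranoside in pH 5.0 citrate/phosphate buffer, 37 C, 40 min. Stopped at pH 10; 4-MU fluorescence (Ex 365/Em 440 nm); AC50 by Hill fit.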
Active calls of the source: *; ? = inconclusive; / = no result given; & = joins results of further samples; [ ] = remark or other dose. Unless noted, calls follow the shape of the dose curve; as a rule, active = well fitted curve in the direction sought with a large enough effect; inconclusive = small, poorly fitted or top-dose-only effect, or another doubt; inactive = no such curve, though single readings can be large; an effect the other way counts as inactive or inconclusive. Potency is read from the fitted curve at half-maximal effect. Only part of the results is shown, so the mix of outcomes need not match the whole.

SMILES | GAA glycogen | Epigenetic derep | NPSR antagonist | GAA inhib | Tau fluor cs | ALDH1A1 inh | GLA spleen mod | GAA spleen mod
Cc1nc2c3cnn(-c4ccc(C)c(C)c4)c3ncn2n1 | -2% | -1.2% | -7%[46.1 µM] | -1% | -7% | ? | -2% | 3%
O=C(NCCc1c[nH]c2ccccc12)C1CCN(c2nnc(N3CCCC3=O)s2)CC1 | 1% | -1.9% | -6%[46.1 µM] | 2% | -21% | 0.32µM* | -3% | -8%
COC(=O)c1ccc2c(=O)n(NC(C)=O)c(=S)[nH]c2c1 | 0% | 0.0% | -12%[46.1 µM] | -6% | 5% | ? | 5% | 3%
C=CCN=c1scc(-c2ccco2)n1/N=C/c1ccc(O)c(O)c1O | ? | 8.8% | -25% | / | 7.9µM*[quencher] | / | 2% | -19%
CCOC(=O)C1CCCN(Cc2nc(Cc3ccccc3Cl)no2)C1 (configuration not stated) | -2% | -1.2% | 7% | / | -7% | -13% | 12% | 3%
Cc1cc(C)c(OCC(O)CNC(C)(C)C)c(C)c1 (configuration not stated) | -7% | -0.1% | 17% | 0% | 2% | -9% | ? | 6%
O=C(C1CCCO1)N1CCN(S(=O)(=O)c2ccccc2)CC1 (configuration not stated) | 5% | 7.5% | -10%[46.1 µM] | -6% | -11% | 4% | 5% | -4%
O=C(CSc1nnnn1-c1ccc2c(c1)OCO2)NCc1ccccc1 | 0% | 2.5% | 6%[46.1 µM] | 0% | -6% | -24% | -4% | -5%
CN(C)c1ncc(S(=O)(=O)c2ccccc2)c(-c2ccccc2Cl)n1 | 8% | -1.9% | -16%[46.1 µM] | -8% | -18% | -3% | -7% | 2%
Cc1ccc(NC(=O)c2cc(Cl)ccc2[N+](=O)[O-])cc1C | 0% | -0.9% | -12% | -9% | -20% | -6% | 1% | 2%
COC(=O)c1ccc(COC(=O)CCS(=O)(=O)c2ccc(C)cc2)cc1 | -14% | 0.9% | 13% | -27% | -5% | -1% | 4% | 1%
CCN=C1NN=C(c2cc(C)n(Cc3ccco3)c2C)CS1 | 12% | 0.0% | -11% | -5% | -15% | ? | -4% | -4%
Cc1cccc(Cn2cc(/C=C/[N+](=O)[O-])c3ccccc32)c1 | -18% | -2.2% | ? | -8% | -12% | ? | 6% | 0%
COC(=O)CCN(C1CCCCC1)S(=O)(=O)c1ccc(S(=O)(=O)NC2CCCCC2)cc1 | -3% | 0.1% | ? | -11% | -19% | ? | -4% | -5%
Cc1onc(-c2ccccc2)c1CNC(=O)C1COc2ccccc2O1 (configuration not stated) | 5% | -3.2% | 5% | -7% | -6% | 18µM* | 2% | -1%
CC(=O)N(c1cccc(Br)c1)c1nc(C)cc(C)c1C#N | 1% | 0.8% | 57% | / | -5% | / | -1% | -13%
Cc1ccc(C(=O)NCC(=O)NCC(=O)OCC(=O)c2ccc(F)cc2)cc1 | 9% | -8.2% | 10% | -3% | 4% | -2% | -5% | -6%
CCOC(=O)C1=C(CN2CCc3ccccc32)NC(=O)NC1c1cccc([N+](=O)[O-])c1 (configuration not stated) | 24% | 0.0% | ? | 4% | ? | -7% | -5% | -4%
CC1=Nn2c(nnc2-c2ccccc2Cl)SC1 | 6% | 0.7% | 17%[46.1 µM] | -3% | 3% | -11% | 9% | 6%
CN1CCN(C(=O)c2ccc3c(c2)NC(=O)C(C)(C)O3)CC1 | 5% | -0.7% | -13%[46.1 µM] | -2% | -3% | -4% | 6% | 0%
CCOc1ccc(CNC(=O)CCn2c(=O)oc3ccccc32)cc1 | 3% | 2.0% | 15%[46.1 µM] | -2% | -7% | -19% | 5% | 5%
CC(C)CNC(=O)COC(=O)c1ccccc1SCC(=O)NCC(C)C | 0% | 4.8% | 6% | 2% | 6% | 1% | -9% | -17%
Cc1ccnc(NC(=O)CCC(=O)N(CC(=O)NCc2ccccc2)Cc2ccco2)c1 | 12% | -0.4% | 12% | ? | 8% | ? | 2% | 1%
CCOC(=O)Cc1csc(NC(=O)COc2ccc(C)cc2)n1 | 3% | 0.0% | 1% | 2% | -14% | -1% | 1% | 0%
COc1ccc(N2C(=O)[C@@H]3C(c4cccnc4)=NO[C@@H]3C2=O)cc1 | 3% | 2.9% | 7% | / | -20% | / | -9% | 1%
CCCC(=O)OCC(=O)c1[nH]c(C)c(C(C)=O)c1C | 2% | -1.4% | 7% | -1% | 8% | 10% | -15% | -18%
CCCCn1c(-c2csc(CCC)c2)n[nH]c1=S | ? | 1.0% | 40% | 1% | -10% | ? | 3% | 1%
Cc1ccc(C(=O)N/N=C(/CC(=O)c2cccs2)C(F)(F)F)cc1 | ? | -0.1% | 5% | 1% | -17% | -4% | 1% | 0%
CC(=O)Nc1nc(-c2ccc(Cl)cc2)ns1 | -8% | -0.9% | 5% | -2% | -14% | -7% | 3% | 1%
COc1ccccc1OCC(=O)NNc1c2ccccc2nc2ccccc12 | ? | 1.0% | -31% | / | 16µM*[quencher] | / | 7% | 2%
Cc1ccc(F)cc1NC(=O)c1ccc2c(c1)OCO2 | -4% | 0.0% | -2%[46.1 µM] | -4% | -12% | ? | 3% | -2%
CCOC(=O)c1ccc2cccc(C)n2c1=O | 5% | -0.7% | -7%[46.1 µM] | 6% | 2% | -5% | 5% | -3%
N#Cc1c(-c2ccccc2Cl)cc(C2CC2)nc1N | 3% | -7.2% | -8%[46.1 µM] | 2% | 4% | -3% | -20% | -7%
CC(=O)Nc1ccc(OCC(O)CN2CCN(c3ccccc3Cl)CC2)cc1 (configuration not stated) | 5% | -2.0% | -8%[46.1 µM] | 4% | -8% | 7% | 2% | -1%
COc1ccccc1NC(=S)NCCc1ccc(Cl)cc1 | -20% | 2.3% | -8%[46.1 µM] | ? | -24% | ? | -4% | -6%
O=C(O)CCC(=O)Nc1ccccc1N1CCOCC1 | 1% | -1.1% | -4%[46.1 µM] | -2% | -7% | 11% | 9% | -1%
CCOC(=O)C1CCN(C(=O)c2cc(C(C)(C)C)nn2Cc2ccccc2)CC1 | -3% | 0.0% | -4%[7.67 µM] | / | -17% | / | 6% | 0%
COc1ccc(-n2nc3c(c2NC(=O)c2cc(Br)ccc2Cl)CS(=O)C3)cc1 (configuration not stated) | -7% | -0.2% | -8%[46.1 µM] | -2% | -9% | 8% | 13% | -5%
COCCNC(=S)N/N=C(\C)c1cccc(OC)c1 | 6% | 8.4% | -55% | 4% | 3% | 3% | -2% | 0%
O=C(NCc1ccc(Cl)cc1)C1CCN(c2cnccn2)CC1 | 3% | 4.2% | 1% | -1% | -2% | 16% | -21% | 2%

Results in GAA inhib, GAA glycogen and GAA spleen mod, for some of the entries so far:
| Molecule | GAA inhib | GAA glycogen | GAA spleen mod |
| --- | --- | --- | --- |
| Cc1ccc(C(=O)N/N=C(/CC(=O)c2cccs2)C(F)(F)F)cc1 | 1% | ? | 0% |
| Cc1ccnc(NC(=O)CCC(=O)N(CC(=O)NCc2ccccc2)Cc2ccco2)c1 | ? | 12% | 1% |
| CCOC(=O)c1ccc2cccc(C)n2c1=O | 6% | 5% | -3% |

Continued:
SMILES | GAA glycogen | Epigenetic derep | NPSR antagonist | GAA inhib | Tau fluor cs | ALDH1A1 inh | GLA spleen mod | GAA spleen mod
Cc1ccccc1NC(=O)N1CCN(C/C=C/c2ccccc2)CC1 | -2% | 0.1% | -4% | 1% | 2% | 9% | 4% | 6%
O=C(O)c1ccc(N/N=C/c2cn(Cc3ccccc3F)c3ccccc23)cc1 | ? | 1.1% | -54% | / | ? | / | 13% | 2%
Cc1ccc(/C=C2\SC(=S)N(CC(=O)Nc3ncc(Cc4ccccc4Cl)s3)C2=O)cc1 | 10% | -1.1% | ? | -6% | -27% | ? | -4% | -3%
Clc1ccc2c(N/N=C/c3cccc(Br)c3)ccnc2c1 | 5% | 1.1% | ? | -4% | ? | -3% | -3% | -8%
Cc1cc(NC(=O)CSc2nnnn2Cc2ccccc2)no1 | -1% | -2.0% | -5%[46.1 µM] | -2% | -2% | 32µM* | 3% | -4%
CCOC(=O)c1cc(C)n(-c2ccc(OC)c(OC)c2)c1C | 12% | -0.7% | -15%[46.1 µM] | 1% | -11% | 5% | -4% | 2%
O=C(Nc1ccccc1C(=O)O)c1cc(S(=O)(=O)N2CCCCC2)cs1 | -2% | 0.9% | 5% | 5% | 4% | ? | -1% | -1%
CCn1ccnc1C(O)c1cccc(OC)c1OC (configuration not stated) | 6% | -4.2% | 19%[46.1 µM] | -13% | 1% | ? | -10% | 6%
COc1cccc(CN2CCN(C(=O)c3cc(-c4ccccn4)nc4ccc(Cl)cc34)CC2)c1 | -1% | 2.3% | -18% | 5% | -19% | -6% | -10% | 7%
N#C/C(C(=S)Nc1ccccc1)=C1/NN=C(N2CCOCC2)N1c1ccccc1 | ? | 1.7% | -53% | -1% | 1% | ? | 2% | -6%
Nc1ccccc1SCC(=O)Nc1ccc(N2CCOCC2)cc1 | -5% | -0.3% | -10%[46.1 µM] | 2% | -11% | -10% | 7% | 0%
Oc1c(I)cc(I)c2cccnc12 | 3% | ? | -5% | 3%[15.4 µM] | -20%&-21% | 1% | -4%&-2% | -8%&12%
CCCN(c1ccc(C(=O)OC)cc1)S(=O)(=O)c1ccccc1 | -1% | 1.1% | -24% | -8% | -23% | 9% | 2% | -8%
CNc1nc(-c2c[nH]c3ccccc23)cs1 | -26% | 0.0% | 0%[46.1 µM] | 0% | 28µM*[quencher] | 7.1µM* | 5% | -7%
Cc1cc(C)c2c(N)c3ccccc3nc2n1 | 7% | ? | -2%[46.1 µM] | ? | -7% | ? | 15% | 9%
CCOC(=O)N1CCC(NC(=O)C2CCCN2C(=O)OCc2ccccc2)CC1 (configuration not stated) | -14% | -2.7% | 1%[46.1 µM] | -9% | 7% | 4% | 8% | 7%
COC(=O)[C@@H]1C[C@H]1[C@@H](NC(=O)c1cccnc1)c1ccccc1 | / | 2.3% | / | / | 0% | 3% | 11% | 1%
COCCCNC(=S)N1CCN(S(=O)(=O)c2ccc(OC)cc2)CC1 | -9% | 0.3% | 10% | -1% | -8% | 0% | -3% | -9%
O=C(COc1cccc2ccccc12)N1CCN(c2ccccn2)CC1 | 2% | -0.6% | -15%[46.1 µM] | 5% | -15% | ? | -5% | -13%
